Screens deposited in PubChem by several laboratories.
Bcl-W Bim block: inhibitors of Bim-Bcl-W interaction, human; Q92843; bead-based flow cytometry, Bim peptide-Bcl-W binding; inhibition, % at 10 µM; hit rate 0.02% among 190,000; AID 952;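 further: 0% = bound tracer without compound and 100% = peptide blocker; higher means less fluorescent Bim peptide bound to Bcl-W beads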
Target sequence (Q92843 whole entry, looked up): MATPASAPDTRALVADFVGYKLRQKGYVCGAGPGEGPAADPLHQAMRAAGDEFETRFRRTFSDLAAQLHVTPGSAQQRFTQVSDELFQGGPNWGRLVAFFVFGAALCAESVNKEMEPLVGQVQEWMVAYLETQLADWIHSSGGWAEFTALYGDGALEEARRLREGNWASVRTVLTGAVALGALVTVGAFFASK
Mcl1 Noxa PPI: disrupts binding of human Mcl-1 to Noxa peptide; inhibition, % at 21.7 µM; hit rate 1.5% among 220,000; AID 1022; TR-FRET Mcl-1/Noxa peptide binding, 2 h;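 active means compounds that cut the protein-peptide binding signal by more than 50% relative to plate controls in a single-dose test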;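 further: His-tagged Mcl-1 with rhodamine Noxa BH3 peptide and terbium anti-His antibody; 0% = Mcl-1 plus Noxa peptide wells and 100% = peptide-only wells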
Bcl-2 Bim block: human Bim-Bcl-2 interaction inhibition | Bead-based flow cytometry, Bim peptide-Bcl-2 binding | hit rate 0.06% among 190,000 | inhibition, % at 10 µM; in the data active means inhibition above about 40%; inconclusive means no clear call, values can overlap the other calls;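 further: 0% = no compound wells with probe peptide and 100% = reference peptide inhibitor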
Target sequence (P10415 whole entry, looked up): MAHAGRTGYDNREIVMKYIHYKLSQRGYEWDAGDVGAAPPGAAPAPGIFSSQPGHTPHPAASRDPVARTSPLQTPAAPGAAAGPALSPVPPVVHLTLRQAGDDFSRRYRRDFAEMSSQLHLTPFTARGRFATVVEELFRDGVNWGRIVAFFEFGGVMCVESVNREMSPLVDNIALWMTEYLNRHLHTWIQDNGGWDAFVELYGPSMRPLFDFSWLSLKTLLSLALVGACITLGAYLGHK
Mcl-1 Bim block: human Bim-Mcl-1 interaction inhibition. Bead-based flow cytometry, Bim peptide-Mcl-1 binding. inhibition, % at 10 µM. hit rate 0.1% among 190,000;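 further: 0% = no compound tracer wells and 100% = peptide blocker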
Bcl-B Bim block: human Bim-Bcl-B interaction inhibition; Q9HD36; bead-based flow cytometry, Bim peptide-Bcl-B binding; inhibition, % at 10 µM; hit rate 0.073% among 190,000; AID 951;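 further: 0% = tracer peptide without compound and 100% = reference inhibitor peptide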
Target sequence (Q9HD36 whole entry, looked up): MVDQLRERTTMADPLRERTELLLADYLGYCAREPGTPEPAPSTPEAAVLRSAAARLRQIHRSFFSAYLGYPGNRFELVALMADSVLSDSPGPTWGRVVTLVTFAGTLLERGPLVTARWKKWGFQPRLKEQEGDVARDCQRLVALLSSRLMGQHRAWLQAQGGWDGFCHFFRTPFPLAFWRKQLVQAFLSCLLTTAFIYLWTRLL
RGS8-Gao: modulates binding of RGS8 to human Galphao; response (percent of control binding), % at 10 µM; multiplexed bead flow cytometry; actives lie on both sides; hit rate 0.34% among 220,000; P09471; in the data active means response below about 60% or above about 140%; inactive means in between;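 further: Galphao activated as the GDP aluminium fluoride complex binding bead-coupled RGS8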
Target sequence (P09471 whole entry, looked up): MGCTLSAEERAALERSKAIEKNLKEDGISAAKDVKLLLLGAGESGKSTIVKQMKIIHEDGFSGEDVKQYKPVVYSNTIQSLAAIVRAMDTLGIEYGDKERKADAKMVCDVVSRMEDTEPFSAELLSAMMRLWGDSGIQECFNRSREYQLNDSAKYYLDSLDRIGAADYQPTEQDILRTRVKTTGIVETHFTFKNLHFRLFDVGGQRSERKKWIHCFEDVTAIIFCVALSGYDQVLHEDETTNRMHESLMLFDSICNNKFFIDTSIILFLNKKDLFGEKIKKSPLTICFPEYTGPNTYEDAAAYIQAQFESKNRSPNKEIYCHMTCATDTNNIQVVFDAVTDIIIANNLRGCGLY
Bim-Bcl-XL: disrupts Bim peptide binding to human Bcl-XL | inhibition, % at 10 µM | hit rate 0.04% among 190,000 | bead flow cytometry, fluorescence
Bim-Bfl-1: disrupts Bim binding to human Bfl-1; inhibition, % at 10 µM; hit rate 0.12% among 190,000; Bead-based flow cytometry, Bim-Bfl-1 binding inhibition; Q16548;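 further: 0% = wells without compound plus tracer and 100% = blocker peptide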
RGS4-Gao reg: modulates binding of RGS4 to human Galphao. P09471. hit rate 0.33% among 220,000. Multiplexed bead flow cytometry; actives lie on both sides. binding response (% of control), % at 10 µM; in the data active means binding response below about 49% or above about 150%; inactive means in between;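 further: fluorescent Galphao activated with aluminum fluoride binding bead-coupled RGS4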
RGS7-Gao reg: modulates binding of RGS7 to human Galphao. Multiplexed bead flow cytometry; actives lie on both sides. binding response (% of control), % at 10 µM. hit rate 0.35% among 220,000. AID 1439; in the data active means binding response below about 49% or above about 150%; inconclusive means no clear call, values can overlap the other calls; inactive means in between;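 further: fluorescent Galphao held in activated GDP-AlF4 state binding bead-coupled RGS7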
Mcl1 Bid PPI: disrupts binding of human Mcl-1 to Bid peptide; Q07820; TR-FRET Mcl-1/Bid-Dy647 peptide binding, 1536-well; inhibition, % at 21.7 µM; hit rate 0.97% among 220,000;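 active means compounds that cut the binding signal by more than half at the single screening dose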;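 further: His-tagged Mcl-1 with europium anti-His antibody binding Bid BH3 peptide; 0% = Mcl-1 plus peptide wells and 100% = peptide-only wells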
Numbers without * were called inactive; u = inconclusive; x = no result given. Unless noted, no stated cut-off is given here; in the data, active means inhibition above about 40%.

SMILES | Bcl-W Bim block | Mcl1 Noxa PPI | Bcl-2 Bim block | Mcl-1 Bim block | Bcl-B Bim block | RGS8-Gao | Bim-Bcl-XL | Bim-Bfl-1 | RGS4-Gao reg | RGS7-Gao reg | Mcl1 Bid PPI
CC/C(=N\Nc1ccccc1[N+](=O)[O-])c1ccc(O)cc1 | 0 | 11 | -2 | 3 | -5 | 103 | -3 | -6 | 99 | 97 | -44
CC(NC(=O)/C=C/c1ccco1)c1nc2ccccc2n1Cc1cccc(Cl)c1 (centres undefined) | -8 | 23 | -1 | -9 | -8 | 101 | -9 | 0 | 98 | 99 | 12
O=C(NCc1ccco1)c1cc([N+](=O)[O-])ccc1N1CCCCC1 | -2 | -8 | 2 | 1 | -4 | 73 | -6 | -1 | 94 | 95 | -2
Cc1cccc(C2c3[nH]c4ccccc4c3CCN2Cc2ccc(C)s2)n1 (centres undefined) | -1 | -2 | -5 | -34 | -7 | 104 | -5 | -3 | 104 | 106 | -22
CCOc1ccc(NC(=O)Cn2nnc(-c3ccccc3F)n2)cc1 | 1 | -11 | 3 | 4 | 0 | 113 | 3 | 5 | 123 | 124 | -14
CCOc1ccc(NC(=S)N(CCc2c(C)[nH]c3ccc(C)cc23)Cc2cccnc2)cc1 | -3 | -10 | -2 | -2 | -2 | x | 0 | 0 | x | x | -20
Cc1nn(-c2ccccc2)c(C)c1C(=O)OCC(N)=O | 0 | 9 | -3 | 1 | -3 | 98 | -5 | -1 | 101 | 102 | 4
Cc1ccc2c(c1)nnn2C1CCN(S(C)(=O)=O)CC1 | 2 | 26 | 1 | 3 | 1 | 101 | 2 | -4 | 101 | 99 | 1
CC(=O)Nc1ccc2c(CSc3nnc(-c4cccnc4)n3-c3ccc(C)cc3C)cc(=O)oc2c1 | -2 | 18 | 0 | -3 | -5 | 102 | -3 | 1 | 98 | 101 | 4
Cc1nc(NC(=O)C2CC2)sc1C(=O)N(C)C | -2 | -6 | 0 | -3 | -3 | 104 | 0 | 0 | 101 | 104 | -17
Cc1ccc(S(=O)(=O)NC(=O)COc2ccccc2)cc1 | -2 | -21 | -5 | 0 | -7 | 98 | -4 | -5 | 97 | 101 | 5
COC(=O)CSc1nc(C2CC2)nc2ccccc12 | -6 | -7 | 0 | -3 | -3 | 107 | -2 | -4 | 108 | 109 | 5
CCc1nnc(NC(=O)c2ccc(Cl)nc2)s1 | -1 | 20 | -3 | -5 | -8 | 101 | -3 | -6 | 102 | 100 | -14
Cc1nn(-c2ccccc2)c(Cl)c1/C=C1\C(=O)N(C)C(=S)N1C | -2 | -4 | -3 | -2 | -7 | 99 | -3 | -3 | 97 | 97 | -7
CC1CCN(c2nc3c(c(=O)[nH]c(=O)n3C)n2Cc2ccccc2Cl)CC1 | 0 | 3 | -3 | 1 | 0 | 101 | -4 | -8 | 100 | 103 | -10
CCn1c(/C=C/c2c[nH]c3ccccc23)nc2ccccc2c1=O | -2 | 28 | -6 | 1 | -1 | 107 | -2 | -2 | 104 | 103 | -1
COc1cc(C)c(C#N)c(OC)n1 | 3 | 7 | 0 | 2 | -1 | 97 | 1 | 0 | 96 | 98 | -24
COc1ccc(CN2C(=O)c3ccccc3C2C(=O)NC2CCC(C)CC2)c(OC)c1 (centres undefined) | 0 | 5 | 0 | 0 | 0 | 103 | 2 | -6 | 104 | 107 | -22
CCCCNC(=O)Nc1ccccc1C(=O)NCCC | 1 | 1 | -2 | 0 | 1 | 103 | 1 | -3 | 102 | 97 | -14
CS(=O)(=O)NCc1ccc(C(=O)NCCOc2ccccc2)cc1 | 0 | 34 | -8 | 2 | -7 | 99 | 5 | -10 | 99 | 97 | 91*
COc1ccc(OCC(O)CNC(=O)Nc2ccc(C(C)(C)C)cc2)cc1 (centres undefined) | x | 4 | x | x | x | 102 | x | x | 102 | u | -7
CC(=O)c1sc(NC(=O)COc2ccc(C)c(C)c2)nc1C | -3 | 3 | 0 | 0 | -2 | 96 | -3 | 0 | 95 | 93 | -17
CCN(CC)C(=O)Nc1ccccc1C | 2 | 15 | -7 | -1 | -3 | 103 | 5 | -10 | 105 | 100 | -9
COCCN(C(=S)Nc1c(C)cccc1C)C(C)c1cccnc1 (centres undefined) | -5 | 3 | -3 | -1 | -3 | 98 | -6 | -2 | 99 | 98 | -8
COC(CNC(=O)c1ccc2c(c1)ncn2-c1cccc(F)c1)OC | -3 | 22 | -1 | -5 | -6 | 99 | -3 | -3 | 99 | 101 | -8
NC(=O)CSc1nnc(COc2ccccc2)n1CCc1ccccc1 | 0 | 3 | 0 | 0 | 0 | 112 | -2 | -2 | 122 | 115 | -4
Cc1cc(C(=O)N/N=C/c2ccc(N(C)C)cc2)c2ccccc2n1 | -1 | 21 | -2 | 0 | -1 | 108 | -1 | -3 | 110 | 109 | -37
COc1cccc(NS(=O)(=O)c2ccc(OC)c(OC)c2)c1 | 2 | 4 | 0 | 1 | -9 | 102 | -2 | -12 | 102 | 104 | -3
COc1cccc(-c2nc(NC(C)(C)C)c3ccccc3n2)c1O | 3 | 39 | -7 | 0 | 0 | 103 | 1 | 1 | 102 | 104 | -22
CCCn1c2ccccc2c2nnc(SCc3[nH]c(=O)[nH]c3C(=O)CCCCC(=O)OCC)nc21 | -11 | 24 | -3 | -13 | -14 | 100 | -3 | 3 | 101 | 98 | 15
Cc1ccc(-n2cc(C(=O)c3ccccc3O)cn2)cc1 | -1 | 5 | -2 | 0 | 0 | 101 | -1 | -1 | 99 | 98 | -16
Nc1ncnc(Nc2ccccc2Cl)n1 | x | 13 | x | x | x | 99 | x | x | 102 | u | -19
CC(=O)Nc1nc(C)c(C(C)C)s1 | x | 10 | x | x | x | 98 | x | x | 99 | u | 0
COc1cc(NC(=O)c2ccc3c(c2)OCO3)c2ncccc2c1 | 0 | -22 | -3 | -4 | -2 | 100 | -1 | 0 | 97 | 97 | -63
CCOP(=O)(OCC)C(Nc1ccccc1)c1cccnc1 (centres undefined) | x | 7 | x | x | x | 95 | x | x | 91 | u | -14
CCCC(=O)Nc1nnc(COC)s1 | 4 | 5 | -6 | -1 | -8 | 102 | -4 | -14 | 100 | 106 | 1
Cc1ccc(OCC(=O)N2CCc3ccccc32)cc1 | 0 | -8 | 0 | 2 | -1 | 80 | 0 | 0 | 94 | 96 | -15
CC1CN(C(=O)N(C)C)CCN1C(=O)N(C)C (centres undefined) | 0 | 11 | -2 | -2 | 0 | 101 | -1 | -4 | 99 | 100 | -9
OCC1(Cc2ccccc2)CCN(Cc2cccc(F)c2F)CC1 | -3 | 14 | -1 | -1 | -4 | 101 | -4 | -3 | 104 | 99 | -10
O=C(NCCc1nc2ccccc2[nH]1)c1cc([N+](=O)[O-])cc([N+](=O)[O-])c1 | -6 | 10 | -2 | -4 | -4 | 101 | -3 | -3 | 100 | 100 | -22
CC(=O)Nc1ccc(S(=O)(=O)NCCSc2ccccn2)cc1 | 1 | 14 | 1 | 3 | -6 | 107 | -5 | 0 | 105 | 104 | 8
COc1ccc(C(=O)NN2CCCCC2)cc1OC | -4 | 1 | -16 | -5 | -14 | 100 | -12 | -19 | 101 | 102 | 8
O=C(Nc1nc2n(n1)C(c1ccc(Cl)cc1)CC(c1ccc(Cl)cc1)N2)c1ccco1 (centres undefined) | -6 | -82 | 2 | -5 | -5 | 99 | -4 | -1 | 98 | 96 | -18
COc1ccc(C2=Nc3cc(C)ccc3OC2)cc1 | 0 | 7 | -5 | 0 | -2 | 100 | 0 | -3 | 100 | 98 | -18
O=[N+]([O-])c1cccc(/C=N/Nc2cc(Cl)nc(-c3ccccc3)n2)c1 | 20 | 9 | -18 | 1 | 1 | 102 | 12 | -10 | 104 | 102 | 30
CC(=O)N1N=C(C)CC1c1ccc(OCc2ccccc2)cc1 (centres undefined) | -5 | 1 | -6 | -4 | -6 | 100 | -7 | -11 | 99 | 98 | 0
Cc1nn2c(COc3ccc(NC(=O)c4ccccc4)cc3)nnc2c2ccccc12 | -2 | -6 | 0 | 1 | -6 | 100 | -4 | -8 | 100 | 98 | 17
Cc1nc2c([nH]1)C1(CCN(Cc3ccccc3)CC1)C(C#N)=C(N)O2 | -6 | 7 | 2 | -2 | -4 | 125 | -3 | -5 | 117 | 115 | -48

Overlap with the part before: 2 entries, then new ones.
SMILES | Bcl-W Bim block | Mcl1 Noxa PPI | Bcl-2 Bim block | Mcl-1 Bim block | Bcl-B Bim block | RGS8-Gao | Bim-Bcl-XL | Bim-Bfl-1 | RGS4-Gao reg | RGS7-Gao reg | Mcl1 Bid PPI
Cc1nn2c(COc3ccc(NC(=O)c4ccccc4)cc3)nnc2c2ccccc12 | -2 | -6 | 0 | 1 | -6 | 100 | -4 | -8 | 100 | 98 | 17
Cc1nc2c([nH]1)C1(CCN(Cc3ccccc3)CC1)C(C#N)=C(N)O2 | -6 | 7 | 2 | -2 | -4 | 125 | -3 | -5 | 117 | 115 | -48
O=C1CSC(=S)N1N=C1CCCCCC1 | -4 | -10 | -7 | -4 | -9 | 100 | -9 | -17 | 98 | 103 | -44
CCOC(=O)N1CCN(C(=O)Cn2ncc3c2-c2ccccc2OC3)CC1 | 2 | 0 | 3 | 4 | 4 | 86 | 5 | 2 | 90 | 94 | -1
C=CCSc1nc(C)c(Cc2cccc3ccccc23)c(=O)[nH]1 | 1 | 8 | -3 | 3 | -3 | 103 | 0 | -5 | 102 | 83 | -15
CCCCC(=O)NC(=O)NC(c1ccccc1)c1ccccc1 | x | -4 | x | x | x | 102 | x | x | 97 | u | 47
N#Cc1nc(-c2ccc(OCc3ccc(Cl)cc3)cc2)oc1N1CCOCC1 | -1 | 9 | -9 | -2 | -6 | 98 | -3 | -11 | 97 | 92 | 5
Cc1ccc(NC(=S)NCc2ccco2)c(C)c1 | x | 3 | x | x | x | 100 | x | x | 101 | u | -43
Cc1cccc2[nH]c3c(N4CCC5(CC4)OCCO5)ncnc3c12 | -3 | 11 | -4 | -1 | 2 | 100 | -3 | 0 | 104 | 103 | -16
COc1cc(C2C(C#N)=C(N)OC3=C2C(=O)CCC3)c([N+](=O)[O-])cc1OC (centres undefined) | 0 | 97* | -1 | 2 | 3 | 97 | 2 | -3 | 96 | 96 | -18
Cc1c(C)[n+](=O)c(-c2ccc(F)cc2)c(C)n1[O-] | 1 | 10 | -2 | -1 | -4 | 99 | -1 | 2 | 94 | 95 | -7
O=[N+]([O-])c1ccc(N2CCN(S(=O)(=O)c3ccccc3)CC2)cc1NCc1cccnc1 | -4 | 8 | -14 | -3 | -17 | 102 | -7 | -17 | 100 | 100 | -3
Cc1cccc(NC(=S)N/N=C2\CC(C)(C)Oc3ccc(O)cc32)c1 | -10 | 44 | -4 | -8 | -2 | 107 | -9 | -2 | 103 | 106 | -12
CNCc1cc(Br)c(OCC(=O)Nc2ccccc2OC)c(OC)c1 | -1 | 15 | -2 | 0 | -7 | 103 | -5 | -4 | 94 | 96 | -10
CC1CSc2n(-c3cccc(C(F)(F)F)c3)cc(-c3ccccc3)[n+]21 (centres undefined) | 1 | 3 | 0 | 0 | -2 | 101 | 1 | -4 | 105 | u | 3
CCn1cc2c(c1-c1cccc(C)c1)c(=O)n(C)c(=O)n2C | -4 | -8 | -16 | -5 | -9 | 102 | -5 | -19 | 104 | 105 | -28
